NPC1 prom act: NPC1 promoter activation | Huh7 NPC1 promoter luciferase reporter, 24 h | Potency, µM (series often up to 9.22 µM), for the others: top-dose activation, hits mostly activators | hit rate 2.4% among 320,000;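 also: potency is read from the fitted curve at half-maximal effect; % of control where 0% means no effect; nearly all actives have a fitted effect of over 60% in size; reporter is driven by a mutant NPC1 promoter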
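Luminescence from an NPC1 promoter-driven luciferase reporter in stably transfected Huh7 cells was measured after 24 h compound treatment at 37 °C, followed by 10 min ambient incubation with luciferase detection reagent.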
Giardia killer: kills Giardia lamblia; Giardia lamblia trophozoite viability; AID 540267; activity change, % at 7.66 µM, hits read low; hit rate 0.15% among 340,000; in the data active = activity change below about -80%; inconclusive = between about -30% and that limit;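 also: parasites exposed to compound for two days anaerobically before the ATP read; % is scaled to controls: 0 for no effect and ±100 for the full control effect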
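Giardia trophozoites, 100 cells per well, were exposed to compounds for 48 hrs at 37 deg C under anaerobic conditions; viability was then read as ATP content by bioluminescence after 15-30 min at room temperature.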
RORg inh: blocks mouse ROR gamma transcriptional activity. P51450. Drosophila S2 Gal4-RORgamma UAS-luciferase reporter, 20 h. Potency, µM (highest dose often 53.6 µM), inactives show at the top dose activity change, negative = inhibition, hits mostly inhibitors. hit rate 5.4% among 310,000. AID 2551; also: potency is read from the fitted curve at half-maximal effect; % is scaled to controls: 0 for no effect and ±100 for the full control effect; nearly all actives have a fitted effect of over 60% in size
Target sequence (P51450 whole entry, looked up, the tested form may be a part): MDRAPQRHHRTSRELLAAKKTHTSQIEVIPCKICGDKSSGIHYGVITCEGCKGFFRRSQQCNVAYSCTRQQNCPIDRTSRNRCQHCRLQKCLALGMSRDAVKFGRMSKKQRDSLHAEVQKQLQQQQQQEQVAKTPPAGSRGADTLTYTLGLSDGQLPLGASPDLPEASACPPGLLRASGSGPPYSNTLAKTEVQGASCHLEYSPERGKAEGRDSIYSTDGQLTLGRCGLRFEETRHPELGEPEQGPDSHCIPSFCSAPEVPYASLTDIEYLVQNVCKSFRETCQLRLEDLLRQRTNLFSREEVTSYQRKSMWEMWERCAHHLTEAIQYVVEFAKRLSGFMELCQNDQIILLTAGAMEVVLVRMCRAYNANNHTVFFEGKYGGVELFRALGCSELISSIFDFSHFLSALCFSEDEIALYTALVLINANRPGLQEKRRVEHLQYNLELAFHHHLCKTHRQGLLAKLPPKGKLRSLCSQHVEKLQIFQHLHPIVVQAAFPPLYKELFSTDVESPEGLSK
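Read-out: Photinus luciferase luminescence; inhibitors lower reporter signal. Insect Schneider cells with Gal4-ROR gamma fusion under metallothionein promoter, UAS reporter; 700 uM final copper sulfate induction, 20 hr, ambient temperature.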
Coupling enz: coupling enzyme interference in Giardia aldolase counter-screen; coupling enzyme system counterscreen, AmpLite Red fluorescence; activity change, negative = inhibition, % at 58.2 µM, hits read low; hit rate 0.67% among 290,000; in the data active = activity change below about -30%; also: % is scaled to controls: 0 for no effect and ±100 for the full control effect
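Compounds tested against the coupling enzymes alone at 57.5 uM final; readout was AmpLite Red fluorescence (525/598 nm) after 20 min at RT.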
Rab9 prom act: activates the Rab9 promoter | Huh7 Rab9 promoter-luciferase reporter, luminescence, 24 h | Potency, µM (highest dose often 9.22 µM), for the others: at the highest dose activation, negative = inhibition, hits mostly activators | hit rate 2.8% among 320,000; also: potency is read from the fitted curve at half-maximal effect; % of control where 0% means no effect; nearly all actives have a fitted effect of over 60% in size
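Luminescence read-out: Huh7 cells stably expressing Rab9-luciferase, treated 24 h with compound at 37 °C, then lysed with luciferase reagent for 10 min at ambient before reading.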
KCNH2 3.1 inh: blocks the human KCNH2 3.1 channel isoform | U2OS KCNH2 3.1, thallium flux FluxOr; hits give low values | activity change, % (tested at about 1.8 µM) | hit rate 0.95% among 340,000 | AID 720553;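 active = maximum activity change below -70%; inconclusive = maximum activity change from -70% to -50%; inactive = maximum activity change above -50%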;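 also: thallium influx rate constant from kinetic fluorescence after stimulation buffer; % is scaled to controls: 0 for no effect and ±100 for the full control effect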
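Thallium flux read-out: FluxOr dye with Red40 quencher in HBSS/HEPES, 45 min at RT. Rate constants from kinetic reads were normalized to positive and negative DMSO controls. Cells: U2OS virally expressing the 3.1 isoform.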
FLuc modulator: firefly luciferase modulation, counter-screen for miR-21 project; purified FLuc, Km substrates, luminescence inhibition; Potency, µM (series often up to 57.5 µM), without a hit: at the highest dose activity change, negative = inhibition, hits mostly inhibitors; hit rate 6.9% among 360,000;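 also: potency is read from the fitted curve at half-maximal effect; plate controls were vehicle for no effect and reference inhibitor for full effect; nearly all actives have a fitted effect of over 55% in size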
Target sequence (P08659 whole entry, looked up): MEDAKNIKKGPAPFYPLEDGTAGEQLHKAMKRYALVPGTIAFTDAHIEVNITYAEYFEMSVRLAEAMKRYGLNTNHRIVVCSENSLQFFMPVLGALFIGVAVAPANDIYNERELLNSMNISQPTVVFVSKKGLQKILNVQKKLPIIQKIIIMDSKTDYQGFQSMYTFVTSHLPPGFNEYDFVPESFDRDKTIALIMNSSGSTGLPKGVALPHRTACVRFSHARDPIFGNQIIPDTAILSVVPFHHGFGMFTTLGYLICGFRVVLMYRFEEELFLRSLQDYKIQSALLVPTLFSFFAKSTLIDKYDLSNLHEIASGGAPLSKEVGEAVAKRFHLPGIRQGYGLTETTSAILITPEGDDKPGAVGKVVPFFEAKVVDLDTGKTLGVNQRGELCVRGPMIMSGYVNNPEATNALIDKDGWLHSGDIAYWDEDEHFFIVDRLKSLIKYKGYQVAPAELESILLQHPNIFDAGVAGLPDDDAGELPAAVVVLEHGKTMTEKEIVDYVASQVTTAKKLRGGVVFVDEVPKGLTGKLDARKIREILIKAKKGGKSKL
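Biochemical qHTS of compounds, final roughly 60 µM downward over six points, against 10 nM purified firefly luciferase using Km concentrations of substrates (10 uM D-luciferin, 10 uM ATP) in Tris acetate pH 7.5 buffer; luminescence output.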
uPA generation: blocks generation of uPA at the cell surface; cell surface uPA generation assay, qHTS; Potency, µM (doses to about 38.3 µM), for inactives: at the top dose activity change, negative = inhibition, hits mostly inhibitors; hit rate 0.31% among 330,000; AID 540303; active = well fitted inhibition curve with a large enough effect; inconclusive = small, poorly fitted or top-dose-only effect; inactive = no such curve, though single readings can be large or run the other way; tested in mouse RAW 264.7 cells; also: potency is read from the fitted curve at half-maximal effect; % is scaled to controls: 0 for no effect and ±100 for the full control effect; nearly all actives have a fitted effect of over 55% in size
Tb PFK block: blocks T. brucei phosphofructokinase; AID 485367; Potency, µM (highest dose often 57.5 µM), without a hit: at the highest dose activity, negative = inhibition, most hits filed as inhibitors; T. brucei PFK, ADP-Glo luminescence; hit rate 0.17% among 330,000; O15648;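 also: potency is read from the fitted curve at half-maximal effect; 0% = uninhibited 1x PFK enzyme wells and -100% = no-enzyme wells; nearly all actives have a fitted effect of over 60% in size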
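PFK 1.25 nM, F6P 0.5 mM, ATP 0.1 mM, 0.1 M TEA pH 8.0, 5 mM MgCl2, 0.01% Tween20, 0.1% BSA; 45 min RT. ADP-Glo readout. qHTS titration up to 57 uM; curves fitted, compounds curve-classed.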
ELG1 genotox: genotoxicity induction in ELG1-luciferase HEK293T cells; AID 504466; hit rate 1.3% among 330,000; Potency, µM (highest dose often 46 µM), for inactives: top-dose activity change, positive = activation, hits mostly activators; HEK293T ELG1-luciferase reporter, luminescence, 16 h; also: potency is read from the fitted curve at half-maximal effect; % of control where 0% means no effect; nearly all actives have a fitted effect of over 60% in size
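Genotoxic stress is detected as increased luminescence from luciferase-tagged ELG1 in HEK293T cells, measured with ONE-Glo after a 16 hr treatment at 37 °C.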
VP16 counter: inhibits Gal4-VP16 luciferase reporter, ROR gamma counter-screen. Drosophila S2 Gal4-VP16 UAS-luciferase, luminescence, 20 h. Potency, µM (titrated, usually from 53.6 µM), for inactives: top-dose activity, negative = inhibition, actives largely listed as inhibitors. hit rate 3.5% among 310,000;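 also: Gal4-VP16 expression switched on by copper sulfate through the metallothionein promoter; potency is read from the fitted curve at half-maximal effect; % is scaled to controls: 0 for no effect and ±100 for the full control effect; nearly all actives have a fitted effect of over 50% in size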
Numbers without * were called inactive; ? = inconclusive; · = no result given; [ ] = another dose, or the depositor's remark. Unless noted, calls follow the shape of the dose curve; as a rule, active = well fitted curve in the direction sought with a large enough effect; inconclusive = small, poorly fitted or top-dose-only effect, or another doubt; inactive = no such curve, though single readings can be large; an effect the other way counts as inactive or inconclusive.

smiles	NPC1 prom act	Giardia killer	RORg inh	Coupling enz	Rab9 prom act	KCNH2 3.1 inh	FLuc modulator	uPA generation	Tb PFK block	ELG1 genotox	VP16 counter
CC(OC(=O)c1ccccc1NCCO)C(=O)Nc1ccnn1C(C)C (centres undefined)	1%	?	·	·	5%	4	4%	7%	17%	-4%	·
C=CCSc1nnc(NC(=O)Cn2cnc3c2c(=O)n(C)c(=O)n3C)s1	-8%	3	3%	0	7%	4	-3%	-3%	6%	0%	3%
COc1ccc(NC(=O)CSc2n[nH]c(=O)n2C2CC2)cc1Cl	-1%	17	·	·	0%	3	-2%	-7%	2%	-2%	·
Cc1cccc(N2CCN(C(=O)c3cc(C)oc3C)CC2C)c1 (centres undefined)	-4%	-9	0%	0	-1%	-4	1%	-5%	-2%	-8%	5%
COc1ccc(/C(C#N)=C/c2ccccn2)cc1	2µM*	-7	-30%	-1	1.4µM*	0	4.8µM*	-4%	-16%	?	-14%
Cc1ccccc1-n1c(C)cc(/C=C(\C#N)C(=O)NCC2CCCO2)c1C (centres undefined)	0%	-15	12%	0	?	0	0.95µM*	1%	4%	10µM*	-14%
O=[N+]([O-])c1ccc(NC(=S)N2CCc3ccccc3C2)cc1	5%	-1	?	-1	8%	-3	?	3%	-6%	1%	?
CC(C)CN(C(=O)COC(=O)CNC(=O)c1ccc(Cl)cc1)C1CCS(=O)(=O)C1 (centres undefined)	-6%	-18	37%	6	5%	-4	-2%	0%	-3%	0%	0%
O=C(c1ccco1)N1CCN(S(=O)(=O)c2cccc([N+](=O)[O-])c2)CC1	-4%	-4	-6%	6	-4%	-5	-1%	5%	-5%	-1%	6%
CC(=O)c1ccc(NC(=O)C2CCCN2S(=O)(=O)c2cccc3cccnc23)cc1 (centres undefined)	0%	4	-26%	0	0%	11	-1%	-7%	-3%	-2%	1%
CCN(CC)CCCNC(=O)c1ccccc1C	-1%	-6	-30%	0	-1%	-25	2%	3%	1%	-3%	2%
CS(=O)(=O)N1CCN(C(=O)c2cc(-c3cccs3)nc3ccccc23)CC1	3%	-5	7%	1	6%	-17	?	-4%	-12%	-1%	3%
CCOc1ccc(NC(=O)CS(=O)CC(=O)Nc2cccnc2)cc1 (centres undefined)	-5%	15	1%	0	-1%	-6	1%	2%	1%	2%	-3%
O=C(Nc1cc(SCCO)cc([N+](=O)[O-])c1)c1ccco1	-2%	-19	8%	1	-6%	-10	5%	-1%	-7%	-2%	-6%
CC(OC(=O)c1ccc(S(=O)(=O)N2CCOCC2)cc1)c1ccccc1 (centres undefined)	-2%	1	·	·	-6%	1	0%	-2%	8%	11%	·
Cc1ccc(-n2ccnc2SCC(=O)O)c(C)c1	-1%	7	5%	10	1%	-7	1%	-2%	1%	-3%	-5%
CCCCOc1ccc(N(CC(=O)NC2CCCCC2)C(=O)c2snc(C(N)=O)c2N)cc1	-4%	23	-23%	-1	3%	-5	4%	·	-1%	?	?
Nc1c(NCc2ccccc2F)c(=O)[nH]c(=O)n1Cc1ccccc1	2%	16	-30%	1	-6%	-1	21µM*	7%	1%	2%	-2%
CC(CNC(=O)c1cc(COc2c(F)cccc2F)on1)Oc1cccnc1 (centres undefined)	1%	6	18%	0	-5%	-4	5%	4%	1%	-5%	2%
CCN(c1ccccc1)S(=O)(=O)c1csc(C(N)=O)c1	-2%	5	4%	0	-6%	0	-1%	3%	2%	0%	3%
CC(=O)Nc1ccc(SCC(=O)c2cc(C)n(CC(F)(F)F)c2C)cc1	3.2µM*	-9	3%	0	2.8µM*	-5	-17%	3%	3%	?	10%
Cc1cccc(C(=O)NCCNC(=O)c2cccnc2)c1	2%	-18	-12%	-3	2%	-5	0%	1%	-1%	2%	13%
Cn1cc(SCC(=O)Nc2ccc3c(c2)OCCO3)c2ccccc21	14%	-7	?	-4	11%	-2	17µM*	-9%	-2%	?	1%
Oc1ccc(N2CCN(Cc3nc4ccccc4[nH]3)CC2)cc1	-38%[inhibitor]	3	-5%	-5	-1%	-9	7%	-10%	?	8%	0%
Cc1ccc(S(=O)(=O)c2c(N)n(CCC(C)C)c3nc4ccccc4nc23)cc1	0%	-7	?	-20	1%	-16	1%	-7%	5%	-21%	-24%
O=C(COC(=O)CCc1c[nH]c2ccccc12)Nc1ccc([N+](=O)[O-])cc1	-8%	-13	-12%	-1	0%	-15	-1%	-3%	6%	0%	3%
CN(c1c(C#N)c(C(F)(F)F)nn1C)N(S(C)(=O)=O)S(C)(=O)=O	6%	-13	-8%	-4	-3%	-2	-4%	2%	1%	-5%	5%
Cc1c(C(=O)N2CC(C(=O)N3CCCCC3)Oc3ccccc32)oc2ccccc12 (centres undefined)	5%	-2	·	·	-3%	-9	0%	-3%	-3%	1%	·
CCOc1ccc(NC(=O)C(C)Oc2ccccc2C(=O)Nc2ccc(C)c(Cl)c2)cc1 (centres undefined)	0%	9	?	-9	7%	-25	12µM*	·	-3%	-8%	-1%
COc1ccc(-c2csc(NC(=O)C3=COCCO3)n2)c(OC)c1	?	1	·	·	?	-8	24µM*	0%	-3%	21µM*	·
CS(=O)(=O)N(Cc1ccccc1)c1ccc(C(=O)NCc2cccnc2)cc1	0%	0	10%	6	-4%	4	1%	-2%	-4%	-4%	1%
CCOC(=O)c1c(NC(=O)COc2ncnc3sccc23)sc2c1CCC2	1%	0	29%	6	10%	1	9%	·	2%	-6%	-12%
CCCNC(=O)CCc1c(C)nc2c(c(C)nn2-c2ccc(C)cc2)c1C	-3%	0	-18%	-1	-4%	-13	-1%	2%	-7%	-9%	-11%
CCc1ccccc1N1C(=O)C2C3CC(=O)C(c4ccccc43)C2C1=O (centres undefined)	-7%	-2	2%	0	-14%	-4	-1%	10%	4%	-2%	-4%
O=C(CCc1ccccc1)Nc1ccc(S(=O)(=O)NC2=NCCCCC2)cc1	·	-3	·	·	·	-1	·	0%	-1%	0%	·
COc1cc2cc(Br)cc(Br)c2nc1C	0%	7	18%	-3	-1%	28	-7%	3%	-7%	-4%	-9%
COc1ccccc1CNC(=O)c1cc(-c2ccncc2)nc2c(Cl)cccc12	2%	8	-15%	·	1%	0	-10%	-1%	-2%	-7%	-3%
COc1ccc(OC)c(C(=O)CSc2nnc(Cc3cccs3)n2CCc2ccccc2)c1	-7%	9	25%	6	1%	-42	-1%	·	-4%	-6%	-8%
Cc1ccc(CNC(=O)CN(C(=O)N2CCN(C)CC2)S(=O)(=O)c2ccc(C)cc2)cc1	-2%	-18	·	·	-1%	-1	3%	6%	-4%	2%	·
Cc1ccc(N2C(=O)c3ccccc3NC2C(C)Cc2ccc3c(c2)OCO3)cc1 (centres undefined)	2%	-3	?	-4	2%	·	-16%	-8%	-3%	-12%	-3%
CCc1ccc(NC(=O)CS(=O)CC(=O)NC(C)CCc2ccco2)cc1 (centres undefined)	0%	3	-1%	1	3%	-13	1%	0%	-3%	3%	-6%
COc1ccc(-c2ccc(=O)n(CC(=O)NC3CCc4ccccc43)n2)cc1OC (centres undefined)	-4%	9	31%	3	-1%	7	-7%	-22%	-3%	6%	2%
COc1ccc(-c2ccccc2)cc1NCc1ccccc1C	0%	-14	42%	-5	-1%	3	?	4%	4%	11%	4%
O=C(c1ccc(OC2CCN(CCc3ccccc3)CC2)cc1)N1CCCCC1CCCO (centres undefined)	3%	-30	10%	-1	4%	·	1%	-5%	?	-4%	1%
Cc1ccc(C(=O)Cn2cc([N+](=O)[O-])nc2C)cc1	0%	-8	2%	5	-7%	5	1%	-2%	-2%	0%	-3%
O=S(=O)(N1CCCCCC1)N1CCN(S(=O)(=O)N2CCOCC2)CC1	1%	-14	11%	3	0%	2	-1%	8%	1%	4%	16%
COC(=O)Cn1c(CN(Cc2ccccc2)Cc2ccccc2)nc2c1c(=O)[nH]c(=O)n2C	-1%	15	17%	0	-2%	5	0%	·	1%	0%	-6%
O=C(O)C1(P(=O)(c2ccccc2)c2ccccc2)CCCC1	-4%	-8	9%	3	11%	2	-1%	6%	2%	6%	-1%
C/C(=N\NC(=O)c1nnn(-c2nonc2N)c1CN1CCc2ccccc21)c1ccccc1O	-12%	10	2.2µM*	1	-23%	-9	1%	?	-2%	6%	4.5µM*
O=C(Nc1cc(C(F)(F)F)ccc1N1CCOCC1)C1CC1	0%	-14	·	·	0%	6	3%	-3%	7%	-3%	·

Screens (PubChem)
